Bioassay records deposited in PubChem by several laboratories.
TNFa cytotox: HUVEC cytotoxicity counter-screen, TNF alpha stimulated | cell count reduction, % at 2 µM | HUVEC TNFalpha-stimulated, Hoechst cell count, imaging | hit rate 0.17% among 93,000;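 active = cell count reduction exceeding the screen mean by over 5 SD, scaled to untreated wells per plate, cut at about 78% in these data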;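 also: cells counted after 24 h of TNF alpha exposure following the 1 h pretreatment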
DAT uptake mod: human DAT dopamine uptake with cocaine, either direction. Q01959. LLC-PK1 hDAT cells, [14C]-dopamine uptake with cocaine IC80; actives deviate in either direction. B-score at 10 µM. hit rate 1.3% among 110,000;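 active = Z score or B-score, a plate-position-corrected score, falls beyond the plate's 99.7% confidence bounds, in either direction; inactive = both scores lie inside the 99.7% bounds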;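 also: scored against the spread of the other compound wells on the same plate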
CYP2C19 inhib: blocks human cytochrome P450 2C19; CYP2C19 Supersomes, luciferin-H EGE luminescence, 30 min; inhibition, % at 5 µM; hit rate 21% among 96,000; AID 778;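 active = CYP2C19 inhibition above a set limit at 5 µM in the primary screen, cut at about 50% in these data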;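 also: plate controls were negative control wells for no effect and 2.5 mM tranylcypromine positive control for full effect; values of inactives mirror those of a sister screen read the other way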
Target sequence (P33261 whole entry, looked up): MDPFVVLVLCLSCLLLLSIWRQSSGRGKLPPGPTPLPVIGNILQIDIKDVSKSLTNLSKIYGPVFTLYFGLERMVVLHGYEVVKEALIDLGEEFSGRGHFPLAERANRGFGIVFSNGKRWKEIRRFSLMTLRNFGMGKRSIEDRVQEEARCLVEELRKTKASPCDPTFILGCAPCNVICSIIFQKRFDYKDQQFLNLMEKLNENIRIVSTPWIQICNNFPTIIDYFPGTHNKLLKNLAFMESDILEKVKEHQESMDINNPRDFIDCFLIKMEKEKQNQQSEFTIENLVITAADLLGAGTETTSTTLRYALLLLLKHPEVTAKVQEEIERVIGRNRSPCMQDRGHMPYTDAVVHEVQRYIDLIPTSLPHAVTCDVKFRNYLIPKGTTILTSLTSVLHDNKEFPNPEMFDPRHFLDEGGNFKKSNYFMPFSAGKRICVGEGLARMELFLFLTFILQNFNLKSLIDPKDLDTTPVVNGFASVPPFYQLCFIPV
CYP2C9 inhib: inhibitors of human CYP2C9. P11712. CYP2C9 Supersomes, luciferin-H conversion, luminescence. inhibition, % at 5 µM. hit rate 20% among 96,000;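 active = blocking of liver enzyme CYP2C9 beyond about 50% at 5 µM, limit read from the data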; also: values of inactives mirror those of a sister screen read the other way
Target sequence (P11712 whole entry, looked up): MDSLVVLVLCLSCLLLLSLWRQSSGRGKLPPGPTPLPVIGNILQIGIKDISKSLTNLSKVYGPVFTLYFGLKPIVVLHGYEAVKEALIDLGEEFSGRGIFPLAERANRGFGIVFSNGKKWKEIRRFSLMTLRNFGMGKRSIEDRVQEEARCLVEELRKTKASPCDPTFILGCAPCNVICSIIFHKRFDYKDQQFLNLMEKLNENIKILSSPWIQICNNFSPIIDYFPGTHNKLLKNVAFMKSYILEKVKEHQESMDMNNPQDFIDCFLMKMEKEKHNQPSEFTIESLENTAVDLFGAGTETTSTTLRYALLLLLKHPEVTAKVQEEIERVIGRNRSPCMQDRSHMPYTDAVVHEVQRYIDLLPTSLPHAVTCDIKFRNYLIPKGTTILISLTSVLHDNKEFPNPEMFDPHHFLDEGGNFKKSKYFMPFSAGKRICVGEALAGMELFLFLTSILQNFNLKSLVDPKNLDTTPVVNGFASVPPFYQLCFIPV
Calb biofilm kill: kills Candida albicans biofilms; C. albicans biofilm + clotrimazole, Alamar Blue; inhibition, % at 6 µM; hit rate 0.14% among 85,000;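 active = inhibition above 20%; inactive = inhibition below 20%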;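 also: preformed 24 hr biofilms exposed to compound for 48 hr; 0% = biofilm without compound and 100% = blank killed by clotrimazole plus chlorhexidine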
CYP2C19 act: increases human CYP2C19 enzyme activity; activation factor at 5 µM; 96,000 tested, under 10 active; AID 1025; recombinant CYP2C19, luciferin-H EGE luminescence; hits give high values; 0 = fully inhibited enzyme, 1 = untreated enzyme;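 active = activation factor of at least 2 at 5 µM in the primary screen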;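 also: 0 = wells with 2.5 mM tranylcypromine and 1 = vehicle-only wells; values of inactives mirror those of a sister screen read the other way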
VCAM1 TNFa inh: reduces TNF alpha induced VCAM1 expression in HUVEC; HUVEC TNFa-induced VCAM-1 immunofluorescence, high-content imaging; hit rate 0.48% among 95,000; inhibition, % at 2 µM;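 active = inhibition above the batch mean plus 3 SD, with images confirmed as a hit by eye, cut at about 37% in these data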;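 also: 0% = TNF-stimulated DMSO wells and 100% = unstimulated control wells; not every result past the cut was called active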
IL1B cytotox: toxic to HUVEC cells under IL-1B stimulation; HUVEC cell count loss, Hoechst imaging, IL-1B stimulated; cell count reduction, % at 2 µM; hit rate 0.41% among 94,000;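 active = cell count reduction more than 3 SD above the screen-wide mean, cut at about 70% in these data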;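 also: normalized per plate to untreated control cells as the no-loss baseline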
CYP2C9 activ: increases human cytochrome P450 2C9 activity; P11712; recombinant CYP2C9, luciferin-H conversion, luminescence; hits give high values; factor 1 = untreated enzyme, 0 = blocked; activation factor at 5 µM; hit rate 1.4% among 96,000;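 active = activation factor of 2 or more for CYP2C9 at a 5 µM dose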;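 also: 0 = sulfaphenazole-blocked wells and 1 = vehicle-only wells; values of inactives mirror those of a sister screen read the other way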
The depositor's hits bear a star; . = no result given. Random draw from the library; any-hit rate near 29%.

SMILES	TNFa cytotox	DAT uptake mod	CYP2C19 inhib	CYP2C9 inhib	Calb biofilm kill	CYP2C19 act	VCAM1 TNFa inh	IL1B cytotox	CYP2C9 activ
COc1ccc(NS(=O)(=O)c2ccc3c(c2)Cc2ccccc2-3)cn1	-10	0.12	43	88*	3	0.6	15	-37	0.1
O=C1NC(c2ccco2)Nc2sc3c(c21)CCN(Cc1ccccc1)C3 (stereo unspecified)	-32	1.3	18	69*	-4	0.8	4	24	0.3
Cc1ccc(S(=O)(=O)Cc2ccc(C(=O)N3CCCCCC3)o2)cc1	-4	1.2	31	28	10	0.7	-2	-9	0.7
COc1cc(/C=C(/C#N)c2ccccc2)ccc1Oc1ccc([N+](=O)[O-])cn1	.	-0.89	32	59*	.	0.7	.	.	0.4
CCCCC(CC)C(=O)NCc1ccccc1OC (stereo unspecified)	-8	-0.0033	53*	-1	10	0.5	8	-9	1
CCN(CC)CC#CCC1(O)c2ccccc2-c2ccccc21	-16	-0.32	13	-15	.	0.9	22	-4	1.1
c1ccc2nc(-c3ccncc3)ccc2c1	2	-0.24	68*	36	.	0.3	-5	4	0.6
COc1ccc(C(c2nnnn2Cc2ccccc2)N2CCN(C(=O)c3ccco3)CC2)cc1 (stereo unspecified)	-12	0.53	30	49	6	0.7	6	-3	0.5
O=c1c(-c2cccc3ccccc23)[n+]([O-])c2ccccc2n1O	2	0.22	-10	75*	1	1.1	-1	5	0.3
COc1ccc(C2(C(=O)N3CCCC3)CCOCC2)cc1OC	.	0.11	2	6	-8	1	.	.	0.9
COc1cc(CN2CCC(C(=O)N3CCC(C)CC3)CC2)cc(Br)c1O	8	-0.081	17	-24	1	0.8	-5	-2	1.2
CCOC(=O)N1CCC(N2C(=O)c3ccccc3C2Nc2cc(OC)c(OC)c(OC)c2)CC1 (stereo unspecified)	-14	-0.82	.	.	.	.	10	-64	.
O=S(=O)(N/N=C/c1cn(Cc2ccccc2)c2ccccc12)c1ccccc1	0	-0.044	14	87*	7	0.9	4	-5	0.1
COc1cccc(N2CCN(CC(=O)C34CC5CC(CC(C5)C3)C4)CC2)c1	-12	0.79	14	18	2	0.9	6	-19	0.8
Cc1c(C)n(C(=O)CSc2ncn[nH]2)c2ccccc12	13	-0.31	59*	-24	-1	0.4	-7	-5	1.2
CC(=O)c1ccc(NC(=O)c2cnn3c(C(F)F)cc(C4CC4)nc23)cc1	-2	-0.99	.	.	2	.	-2	6	.
O=C1c2ccccc2S(=O)(=O)N1Cc1nc2ccccc2s1	22	1.1	86*	40	.	0.1	-3	-14	0.6
CCOC(=O)C1CCCN(C(=O)CCn2nc(-c3ccccc3)ccc2=O)C1 (stereo unspecified)	-39	.	5	-4	9	1	-52	5	1
Cc1ccc(-c2nnn(CC(=O)N3CCN(c4nc5ccccc5s4)CC3)n2)cc1	-45	-0.62	18	12	1	0.8	-10	-6	0.9
O=C(CCS(=O)(=O)c1cccc2nsnc12)NC1CCCCCC1	-12	0.58	13	-16	0	0.9	5	4	1.2
CCCOc1ccc(-c2nnn(CC(=O)c3c[nH]c4ccccc34)n2)cc1	-11	0.14	-9	27	.	1.1	7	-16	0.7
Cc1ccc(C(=O)N(CN2CCCC2=O)c2ccc(F)cc2)cc1	-15	0.0047	-14	-20	2	1.1	4	2	1.2
O=C(CSc1nnc(-c2ccccc2)o1)OCc1ccccc1	-13	-0.48	3	4	.	1	-18	-1	1
CCc1ccc2[nH]c(=O)c(CN(CCCO)C(=O)NCc3ccccc3)cc2c1	-10	1.2	11	2	7	0.9	-17	-55	1
Cc1ccc(S(=O)(=O)N2CC3(C)CN(S(=O)(=O)c4ccc(C)cc4)CC(C)(C2)C3=O)cc1	-2	-0.38	-12	-6	3	1.1	10	-6	1.1
(further entries)
SMILES	TNFa cytotox	DAT uptake mod	CYP2C19 inhib	CYP2C9 inhib	Calb biofilm kill	CYP2C19 act	VCAM1 TNFa inh	IL1B cytotox	CYP2C9 activ
CCOC(=O)Nc1ccc(S(=O)(=O)N2CCOCC2)cc1	-32	-0.27	12	12	4	0.9	21	20	0.9
CC(=O)Nc1ccc(NC(=O)CC2Nc3cccc4cccc(c34)NC2=O)cc1 (stereo unspecified)	-7	.	0	63*	.	1	16	-43	0.4
C=C(Br)Cn1c(CCC)nc2ccccc21	-23	-1.2	34	-15	6	0.7	0	-6	1.2
Cn1c(SCC(=O)OCC(=O)c2ccccc2)nnc1-c1cccs1	-28	0.2	27	21	-6	0.7	16	-14	0.8
O=C(CSc1nc2ccccc2[nH]1)NC(=O)NCc1ccco1	.	0.21	57*	22	10	0.4	.	.	0.8
O=C(O)COc1ccc(C(=O)Cc2ccc3c(c2)OCCCO3)c(O)c1	15	-0.56	20	2	3	0.8	6	-3	1
C=CCOC(=O)C1=C(C)N=C2SCCC(=O)N2C1c1ccc(OC(=O)c2ccco2)cc1 (stereo unspecified)	.	-0.38	34	30	6	0.7	.	.	0.7
O=C(c1ccc(Br)s1)N1CCCC1	5	0.25	34	-18	2	0.7	1	-4	1.2
Nc1nnc(SCc2cccc(C(F)(F)F)c2)s1	2	-2.7*	96*	-26	9	0	-4	-8	1.3
Cc1cc(Cl)ccc1OCC(=O)Nc1ccccc1N1CCOCC1	0	0.42	91*	94*	-3	0.1	-8	4	0.1
COc1ccc(CCN2C(=O)C3C4CC(C5C(C(=O)NN)=NOC45)C3C2=O)cc1OC (stereo unspecified)	-36	-0.23	3	9	7	1	-15	.	0.9
O=C1N=C(N2CCN(c3cccc4ccccc34)CC2)S/C1=C/c1cccs1	-34	0.83	54*	-6	.	0.5	6	-24	1.1
O=C(c1cccnc1)N1CCN(C(=O)c2ccccc2F)CC1	-8	-0.9	51*	65*	9	0.5	7	2	0.3
COc1ccc(/C=C/C(=O)Nc2ccccc2C(F)(F)F)cc1OC	.	.	-5	-5	.	1.1	-14	8	1
Cn1nnnc1SCc1ccc(C(=O)Nc2ccccc2F)cc1	35	-0.42	-9	-26	.	1.1	-14	-27	1.3
O=C1CCSc2cccc3cccc(c23)N1	84*	-0.21	9	0	.	0.9	90*	1	1
CN(CC(O)COc1ccc(OCC(O)CN(C)C2CCCCC2)cc1)C1CCCCC1 (stereo unspecified)	-5	-0.72	-12	-3	15	1.1	7	7	1
C=CCN(CC=C)C(=O)c1ccccc1NC(=O)c1ccccc1C	20	0.47	51*	8	5	0.5	15	-21	0.9
COCCNC(=O)C1CC(=O)N(c2ccc(F)c(Cl)c2)C1 (stereo unspecified)	-7	-0.63	.	.	10	.	0	-14	.
CCOC(=O)C1C(c2cccc(Cl)c2Cl)NC(=O)NC1(O)C(F)(F)F (stereo unspecified)	-14	-1.4	21	1	-1	0.8	5	-8	1
CC1Cn2c(nc3sc4c(c3c2=O)CCC4)N1CCO (stereo unspecified)	.	0.39	15	36	5	0.8	.	.	0.6
Cc1nnc(C)n1/N=C/c1ccc(C(C)C)cc1	-30	-0.76	10	8	5	0.9	-4	8	0.9
COc1ccc(-n2ncc3c(NCc4ccccn4)ncnc32)cc1	.	1.9	61*	53*	3	0.4	.	.	0.5
Cn1cccc1Cc1nnc(SCC(=O)Nc2ccc3c(c2)OCO3)n1CCc1ccccc1	.	1.2	55*	57*	-9	0.4	.	.	0.4
Cc1nc(COC(=O)c2ccc(S(=O)(=O)N3CCCC3)cc2)cs1	10	-0.38	48	90*	-1	0.5	-12	-33	0.1

In another format: results already given.
Below each compound: TNFa cytotox	DAT uptake mod	CYP2C19 inhib	CYP2C9 inhib	Calb biofilm kill	CYP2C19 act	VCAM1 TNFa inh	IL1B cytotox	CYP2C9 activ
- C=CCOC(=O)C1=C(C)N=C2SCCC(=O)N2C1c1ccc(OC(=O)c2ccco2)cc1 (stereo unspecified)
    .	-0.38	34	30	6	0.7	.	.	0.7
- O=C(c1ccc(Br)s1)N1CCCC1
    5	0.25	34	-18	2	0.7	1	-4	1.2
- Nc1nnc(SCc2cccc(C(F)(F)F)c2)s1
    2	-2.7*	96*	-26	9	0	-4	-8	1.3

Record cards, from the list above. Values in the order: TNFa cytotox, DAT uptake mod, CYP2C19 inhib, CYP2C9 inhib, Calb biofilm kill, CYP2C19 act, VCAM1 TNFa inh, IL1B cytotox, CYP2C9 activ
Entry for COc1ccc(C2(C(=O)N3CCCC3)CCOCC2)cc1OC = ., 0.11, 2, 6, -8, 1, ., ., 0.9
Entry for c1ccc2nc(-c3ccncc3)ccc2c1 = 2, -0.24, 68*, 36, ., 0.3, -5, 4, 0.6
Entry for COc1ccc(/C=C/C(=O)Nc2ccccc2C(F)(F)F)cc1OC = ., ., -5, -5, ., 1.1, -14, 8, 1
Entry for COc1cc(/C=C(/C#N)c2ccccc2)ccc1Oc1ccc([N+](=O)[O-])cn1 = ., -0.89, 32, 59*, ., 0.7, ., ., 0.4
Entry for CCN(CC)CC#CCC1(O)c2ccccc2-c2ccccc21 = -16, -0.32, 13, -15, ., 0.9, 22, -4, 1.1

The results go on.
SMILES	TNFa cytotox	DAT uptake mod	CYP2C19 inhib	CYP2C9 inhib	Calb biofilm kill	CYP2C19 act	VCAM1 TNFa inh	IL1B cytotox	CYP2C9 activ
CCn1c(CNC(=O)COc2ccc(C(C)C)cc2)nnc1SCC(=O)NC1CCCCC1C (stereo unspecified)	-29	0.25	.	.	7	.	2	-16	.
CN(CCc1ccccn1)c1ncnc2[nH]ncc12	-1	-1.4	12	3	-2	0.9	-10	19	1
CCCn1c(=S)[nH]c2cc(C(=O)N3CCc4ccccc43)ccc2c1=O	-12	-0.97	-6	1	9	1.1	8	-13	1
Cc1cc(N(C)C)c(C#N)c(N2CCCCC2)n1	-8	0.0099	16	3	1	0.8	13	18	1
CC(=O)O/N=C/c1c(N2CCOCC2)n(C)c2ccccc12	7	-2.3	33	27	.	0.7	-6	-15	0.7
CC1(C(=O)NC2CCCCCC2)CCC(=O)N1Cc1ccc2c(c1)OCO2 (stereo unspecified)	-16	0.039	9	-5	3	0.9	21	-22	1
CC(=O)Nc1ccc(S(=O)(=O)Nc2ccc(S(=O)(=O)N3CCCC3)cc2)cc1	-24	-0.22	.	.	0	.	8	-3	.
COc1ccccc1N1CCN(C(=O)CCc2ccc(S(=O)(=O)NCC(C)C)cc2)CC1	.	0.36	2	39	5	1	.	21	0.6
O=C(CC1c2ccccc2Oc2ccccc21)NCc1ccco1	-10	-0.54	19	44	.	0.8	16	-13	0.6
C/C(CC(=O)Nc1cc(C)ccn1)=N\NC(=O)COc1cccc(C)c1	1	0.36	6	14	.	0.9	-2	-23	0.9
